Bioassay records: PubChem BioAssay, The Scripps Research Institute Molecular Screening Center
SIAE inh – blocks human sialic acid acetylesterase; 370,000 compounds, 0.69% hits; Q9HAT2; inhibition, % at 9.66 µM; SIAE FP-Rh probe binding, fluorescence polarization;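 active = inhibition above a cutoff: mean of compounds within the control limits plus 3 SD of those, cut at about 17% in these data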;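 note: 0% = plate median of compound wells and 100% = probe without SIAE protein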
PRMT1 FP inh – inhibitors of human PRMT1. Q99873. recombinant PRMT1, activity-based probe fluorescence polarization. inhibition, % at 2.79 µM. 370,000 compounds, 1.3% hits. AID 652257;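 active = inhibition above about 21% made by adding two undisclosed values, limit read from the data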
Tn7 DDE FP – disrupts Tn7 cyclic peptide binding to fibrin D-Dimer-E complex; P02675; FP displacement of FITC-Tn7 peptide from fibrin DD(E); 0% = median of compound wells per plate; inhibition, % at 8.3 µM; 370,000 compounds, 0.13% hits; AID 720508;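 active = inhibition above the mean of compounds falling within the control limits plus 3 SD of them, cut at about 14% in these data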;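 note: 0% = plate median of compound wells and 100% = 10 µM Aha-Tn7 peptide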
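Assay system: Human clot-derived fibrin DD(E) complex | Buffer or medium: Tris/NaCl/CaCl2 buffer, pH 7.8 | Repeats: One replicate per compound | Benchmarks: Aha-Tn7 high control | Measure: % inhibition scaled between sample-field median and high-control FP | Schedule: 10 min plus 3 h, room temperature | Signal: Fluorescence polarization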
UHRF1 binding – UHRF1 methyl-DNA binding inhibition; Q96T88; UHRF1 binding to methylated oligo, TR-FRET; inhibition, % at 4.4 µM; 370,000 compounds, 0.75% hits; in the data active = inhibition above about 21%;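 note: UHRF1 SRA domain binding a hemimethylated CpG hairpin DNA probe; 0% = median of test compound wells and 100% = reference inhibitor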
Target sequence (Q96T88 whole entry, looked up, the tested form may be a part): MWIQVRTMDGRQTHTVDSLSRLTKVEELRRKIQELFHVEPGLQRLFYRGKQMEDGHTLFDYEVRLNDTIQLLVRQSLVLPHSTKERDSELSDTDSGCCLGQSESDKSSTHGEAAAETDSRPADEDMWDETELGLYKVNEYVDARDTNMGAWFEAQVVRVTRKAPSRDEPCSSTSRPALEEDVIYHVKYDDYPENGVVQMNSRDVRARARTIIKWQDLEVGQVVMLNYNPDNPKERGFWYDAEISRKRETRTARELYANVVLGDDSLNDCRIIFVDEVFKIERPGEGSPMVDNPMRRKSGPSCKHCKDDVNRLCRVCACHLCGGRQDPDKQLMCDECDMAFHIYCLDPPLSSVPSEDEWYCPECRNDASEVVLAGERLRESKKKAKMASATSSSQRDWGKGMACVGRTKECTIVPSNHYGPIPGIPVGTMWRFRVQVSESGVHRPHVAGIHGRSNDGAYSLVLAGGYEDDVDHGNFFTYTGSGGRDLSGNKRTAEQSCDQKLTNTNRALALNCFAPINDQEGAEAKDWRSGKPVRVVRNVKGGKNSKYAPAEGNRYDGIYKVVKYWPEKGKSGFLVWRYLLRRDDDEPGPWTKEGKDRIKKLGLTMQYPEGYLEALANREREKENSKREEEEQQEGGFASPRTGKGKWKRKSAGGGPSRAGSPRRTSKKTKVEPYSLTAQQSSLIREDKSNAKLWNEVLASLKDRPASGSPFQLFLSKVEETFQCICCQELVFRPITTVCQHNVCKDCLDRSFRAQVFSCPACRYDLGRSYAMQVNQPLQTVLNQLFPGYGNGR
MBD2 DNA inh – MBD2-methylated oligo binding inhibition. Q9UBB5. TR-FRET, MBD2 binding to methylated oligonucleotide. inhibition, % at 4.4 µM. 370,000 compounds, 0.31% hits. AID 686964; in the data active = inhibition above about 13%
KLK7 zymogen act – activators of human kallikrein-7 zymogen; purified proKLK7, EDANS-DABCYL substrate fluorescence; 100% is mature enzyme control, 0% vehicle; P49862; 370,000 compounds, 0.9% hits; activation, % at 7 µM;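 active = activation above the mean of all tested compounds plus 3 SD, computed per campaign excluding outliers beyond control limits, cut at about 13% in these data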
Target sequence (P49862 whole entry, looked up): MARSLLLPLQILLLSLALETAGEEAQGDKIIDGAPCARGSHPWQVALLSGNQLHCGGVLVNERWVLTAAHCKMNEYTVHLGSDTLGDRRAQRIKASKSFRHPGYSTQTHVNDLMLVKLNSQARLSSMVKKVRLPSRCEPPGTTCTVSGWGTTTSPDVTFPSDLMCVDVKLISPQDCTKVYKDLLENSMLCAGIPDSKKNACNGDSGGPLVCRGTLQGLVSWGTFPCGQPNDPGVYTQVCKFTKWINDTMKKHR
Tn6 DDE FP – disrupts Tn6 cyclic peptide binding to fibrin D-Dimer-E complex; P02675; Fibrin DD(E) TRITC-Tn6 fluorescence polarization displacement; inhibition, % at 8.3 µM; 370,000 compounds, 0.21% hits;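 active = inhibition above a per-campaign cutoff: mean of compounds within control limits plus 3 SD, cut at about 15% in these data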;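 note: 0% = median of all compound wells on the plate and 100% = blocking peptide control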
TDP2 inh – blocks human TDP2 phosphodiesterase activity; O95551; inhibition, % at 12.8 µM; recombinant TDP2, T5PNP hydrolysis, p-nitrophenol absorbance 415 nm; 370,000 compounds, 0.34% hits;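 active = inhibition above the mean of all tested compounds plus 3 SD, set per campaign, cut at about 25% in these data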;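 note: 0% = DMSO with enzyme and 100% = buffer with substrate but no TDP2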
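Assay system: Recombinant human TDP2 | Quantity: 120 nM TDP2 per well | Incubation: 2 h at 37 °C | Signal: Epi absorbance | Evaluation: Percent inhibition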
TCR-CD3 inh – blocks the human TCR-CD3 interaction; 360,000 compounds, 0.37% hits; TAMRA-labeled TCR probe fluorescence, biochemical; AID 651800; inhibition, % at 9.4 µM; in the data active = inhibition above about 19%;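 note: recombinant mutant TCR 2C K166C tagged with TAMRA read by polarization; 0% = receptor in buffer alone and 100% = receptor with positive control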
LEDGF integ inh – blocks HIV-1 LEDGF/p75-dependent DNA integration | TR-FRET IN-LEDGF/p75 DNA integration, Eu/Cy5 | inhibition, % at 3.7 µM | 370,000 compounds, 0.64% hits;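 active = inhibition above the screen-wide mean plus 3 SD, cut at about 13% in these data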;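 note: signal is the Cy5 over europium emission ratio at 671 and 618 nm; 0% = plate median of compound wells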
The depositor's hits bear a star; · = not tested or not shown.

Start of the data: the first 4 compounds, ahead of the listing:
item	Compound	SIAE inh	PRMT1 FP inh	Tn7 DDE FP	UHRF1 binding	MBD2 DNA inh
1	O=c1c2ccccc2nc(COc2ccccc2)n1/N=C/c1cn[nH]c1-c1ccccc1	-26	-3	8	-5	-6
2	Cc1ccc(NS(=O)(=O)c2cccc(C(=O)NCc3ccccn3)c2)cc1	-2	0	-8	0	-2
3	Cc1cc(N2C(=O)C(O)=C(C(=O)c3cccs3)C2c2ccccc2)no1 (stereo unspecified)	-2	15	4	-1	-4
4	Fc1ccc(N/N=C/c2cccnc2)c(F)c1	2	-2	2	-1	-7

item	KLK7 zymogen act	Tn6 DDE FP	TDP2 inh	TCR-CD3 inh	LEDGF integ inh
1	0.5	-3	-1	9	2
2	0.6	2	-7	7	1
3	0.4	-2	-11	4	4
4	0.8	0	2	2	2

All compounds of this part, previewed entries included:
item	Compound	SIAE inh	PRMT1 FP inh	Tn7 DDE FP	UHRF1 binding	MBD2 DNA inh
1	O=c1c2ccccc2nc(COc2ccccc2)n1/N=C/c1cn[nH]c1-c1ccccc1	-26	-3	8	-5	-6
2	Cc1ccc(NS(=O)(=O)c2cccc(C(=O)NCc3ccccn3)c2)cc1	-2	0	-8	0	-2
3	Cc1cc(N2C(=O)C(O)=C(C(=O)c3cccs3)C2c2ccccc2)no1 (stereo unspecified)	-2	15	4	-1	-4
4	Fc1ccc(N/N=C/c2cccnc2)c(F)c1	2	-2	2	-1	-7
5	Cc1ccnc(NS(=O)(=O)c2ccc(NC(=O)C3CC=CCC3C(=O)O)cc2)n1 (stereo unspecified)	-1	-5	2	-1	-4
6	COc1ccc(C2/C(=C(/O)c3ccc(F)cc3)C(=O)C(=O)N2CCCN(C)C)cc1 (stereo unspecified)	-12	3	7	-2	-3
7	COc1ccc(C2Nc3ccccc3C(=O)N2Cc2ccccc2)cc1COc1ccc(NC(C)=O)cc1 (stereo unspecified)	1	-1	3	-2	1
8	Cc1cc(-n2c(C)cc(C(=O)CSc3nncn3C(C)C)c2C)no1	-10	4	0	1	3
9	CC(C)N1CCNCC1	-3	0	-3	-3	-1
10	COC(=O)[C@]12CCCCC=C1N(Cc1cccc3ccccc13)C(=O)[C@H](CC(=O)NCc1ccc(OC)c(OC)c1)C2	-6	3	8	-1	4
11	Cc1ccc(OCCN(C)C(=O)C2CCC(=O)N(CCCN3CCCC3=O)C2)cc1 (stereo unspecified)	-2	-4	1	-2	5
12	CN1C=CC2=C(C#N)C(N)C(C#N)(C#N)[C@H](c3ccccc3)[C@H]2C1 (stereo partly specified)	8	26*	0	-3	-9

item	KLK7 zymogen act	Tn6 DDE FP	TDP2 inh	TCR-CD3 inh	LEDGF integ inh
1	0.5	-3	-1	9	2
2	0.6	2	-7	7	1
3	0.4	-2	-11	4	4
4	0.8	0	2	2	2
5	-0.4	2	2	0	1
6	0.0	4	-3	4	0
7	·	0	11	·	-1
8	-1.2	-3	-3	-5	-1
9	-0.2	-4	-4	-6	-1
10	-0.7	8	9	-5	-1
11	-0.5	3	8	-1	2
12	39*	-4	4	1	-2

Next structures follow.
item	Compound	SIAE inh	PRMT1 FP inh	Tn7 DDE FP	UHRF1 binding	MBD2 DNA inh
13	CCCNC(=O)C1(C)CCCN(C(=O)Cc2ccc(OC)cc2)C1 (stereo unspecified)	0	2	5	0	-3
14	Cc1ccc(S(=O)(=O)/N=C(\Sc2ccccc2)c2ccccc2)cc1	5	4	-3	4	2
15	CCOC(=O)N1CCN(S(=O)(=O)c2cc([N+](=O)[O-])ccc2C)CC1	5	-4	2	0	-5
16	COc1ccc(NC(=O)CSc2nc(C)cc(=O)[nH]2)cc1OC	9	-5	1	6	3
17	Cc1cc(NC(CC(C)C)C(=O)O)nc(Cc2ccccc2)n1 (stereo unspecified)	6	1	4	2	-7
18	N#CCCN(C(=O)c1ccco1)c1ccccc1	1	-3	-4	-2	3
19	O=C(Cn1cc(C(F)(F)F)ccc1=O)NCc1ccc(F)cc1	4	4	-1	0	5
20	COc1ccc(NC(=O)[C@@H](NC(=O)c2ccccc2)C(C)C)cc1S(=O)(=O)N1CCCCC1	0	1	9	11	5
21	O=C(COc1ccc(F)cc1)Nc1nc2c(s1)CCCC2	4	-1	2	-2	3
22	COc1cccc(C(=O)CC(C(=O)O)c2ccc(Cl)cc2)c1 (stereo unspecified)	1	-3	2	0	-2
23	Cc1cccc(CN2CCC(CNC(=O)Nc3ccc(F)c(Cl)c3)CC2)c1	2	-8	3	0	0
24	CC[C@@]12C(=O)N(c3cccc(F)c3)C(=O)N1[C@H](c1ccc(Cl)cc1)[C@@H]1C(=O)N(C3CCCCC3)C(=O)[C@@H]12	-2	-3	4	1	-3

item	KLK7 zymogen act	Tn6 DDE FP	TDP2 inh	TCR-CD3 inh	LEDGF integ inh
13	-0.1	3	6	0	0
14	0.4	-3	-1	-3	2
15	-0.1	2	-14	8	1
16	-0.3	-4	1	·	4
17	-0.3	6	5	3	-1
18	-0.4	1	1	8	1
19	-1.7	2	-6	-3	-8
20	-0.6	10	2	-3	-1
21	0.1	-3	-4	-4	1
22	0.1	4	-9	-2	6
23	0.1	7	11	7	-2
24	-0.3	9	-2	4	-1

Entries shown so far that contain an NH in an aromatic ring (2):
item	Compound	SIAE inh	PRMT1 FP inh	Tn7 DDE FP	UHRF1 binding	MBD2 DNA inh
1	O=c1c2ccccc2nc(COc2ccccc2)n1/N=C/c1cn[nH]c1-c1ccccc1	-26	-3	8	-5	-6
16	COc1ccc(NC(=O)CSc2nc(C)cc(=O)[nH]2)cc1OC	9	-5	1	6	3

item	KLK7 zymogen act	Tn6 DDE FP	TDP2 inh	TCR-CD3 inh	LEDGF integ inh
1	0.5	-3	-1	9	2
16	-0.3	-4	1	·	4

(cont.)
item	Compound	SIAE inh	PRMT1 FP inh	Tn7 DDE FP	UHRF1 binding	MBD2 DNA inh
25	CC(C)S(=O)(=O)c1csc(C(=O)NN)c1-n1cccc1	6	3	-9	2	-2
26	O=S(=O)(c1cccc(S(=O)(=O)N2CCN(c3ncccn3)CC2)c1)N1CCOCC1	8	4	-1	-1	6
27	Cc1ccc(C(=O)OCC(=O)NCCc2ccccc2)cc1S(=O)(=O)N1CCOCC1	-8	2	3	0	5
28	CCCCCCCCS(=O)C1CCS(=O)(=O)C1 (stereo unspecified)	2	-1	7	-1	-3
29	O=C(NCC(O)c1ccccc1)c1ccccc1 (stereo unspecified)	-1	5	-6	7	-1
30	O=C(CC(Cc1ccccc1)C(=O)O)Nc1ccccc1 (stereo unspecified)	2	0	0	1	0
31	C[C@]12C(=O)N(c3ccc(Cl)cc3)C(=O)N1[C@@H]1c3ccccc3OC[C@@H]1[C@H]2c1ccccc1	-1	1	4	0	0
32	O=c1c2ccccc2ccc2ccccc12	-1	3	10	-2	2
33	Cn1c(Cc2ccccc2)nnc1SCC(=O)c1cccs1	0	2	-4	1	-5
34	O=C(Nc1nc2ccccc2s1)c1cccc(S(=O)(=O)N2CCc3ccccc32)c1	-99	-3	0	0	-1
35	CCNC(=O)C[C@@H]1C=C[C@@H](NS(=O)(=O)c2ccc(F)cc2)[C@@H](CO)O1	1	-1	-6	2	1
36	CC(C)(CNC(=O)c1ccc(NS(=O)(=O)c2ccc(Br)cc2)cc1)N1CCOCC1	-6	1	0	-1	5

item	KLK7 zymogen act	Tn6 DDE FP	TDP2 inh	TCR-CD3 inh	LEDGF integ inh
25	0.5	0	-17	-4	3
26	-0.3	-12	10	-6	-1
27	-0.7	7	12	-1	-5
28	-0.3	7	3	3	-3
29	-0.3	1	-15	-4	-2
30	0.3	-5	-9	-14	8
31	0.4	-3	2	-2	2
32	-2.2	3	0	-3	-4
33	-0.4	-4	8	2	2
34	-0.2	-16	-18	-6	3
35	-0.4	-2	-8	0	-4
36	0.1	0	1	-4	-3

Next results follow.
item	Compound	SIAE inh	PRMT1 FP inh	Tn7 DDE FP	UHRF1 binding	MBD2 DNA inh
37	O=C(NCCc1c[nH]c2ccccc12)OCc1cn(Cc2cc(F)ccc2F)nn1	6	4	-6	1	-2
38	CCCCCCn1cc(CN2CC(N3CCN(Cc4ccccc4F)CC3)CS2(=O)=O)nn1 (stereo unspecified)	4	-1	2	14	-1
39	CCOc1cccc2sc(N(CCCN(C)C)C(=O)c3ccc(C(=O)c4ccccc4)cc3)nc12	-8	3	5	2	7
40	Cc1ccc2oc(=O)c3cnn(CC(=O)N(CCCN4CCOCC4)Cc4ccco4)c3c2c1	0	5	4	2	-4
41	COc1ccc(CNS(=O)(=O)c2ccc(C3CNC(=O)C3)cc2)cc1 (stereo unspecified)	1	0	0	-2	6
42	O=C(CS(=O)(=O)c1ccccc1)N1CCN(c2ccccc2)CC1	-14	2	4	-2	-2
43	C[C@H]1CNC(=O)c2c(C(=O)Nc3ccc(CNC(=O)OC(C)(C)C)cc3)ncn21	-6	0	-1	2	0
44	O=C(C(=O)N1CCC(Cc2ccccc2)CC1)c1cccs1	-2	8	0	4	9
45	CCN1CCN(C(c2ccc(OC)c(OC)c2)c2nnnn2C(C)(C)C)CC1 (stereo unspecified)	7	-1	-3	-1	2
46	CCOc1ccc(CCNC(=O)COC(=O)/C=C/c2ccc(OC(F)F)c(OC)c2)cc1OCC	-1	0	-7	-1	3
47	CCOc1ccc2[nH]c(=O)c(CN(CCc3ccccc3)C(=O)N3CCCC3)cc2c1	-6	0	3	4	2
48	O=C(c1ccc(Cl)c([N+](=O)[O-])c1)N1CCN(Cc2ccc3c(c2)OCO3)CC1	4	-2	1	-3	3
49	O=[N+]([O-])c1cc2c(cc1/C=N/n1cnnc1)OCO2	6	-1	5	-8	-6
50	O=S(=O)(Nc1ccc(N2CCOCC2)cc1)c1cccs1	11	0	2	3	9
51	O=C(CN1C(=O)COc2ccc(S(=O)(=O)N3CCCC3)cc21)NC1CC1	-5	-2	8	-1	1

item	KLK7 zymogen act	Tn6 DDE FP	TDP2 inh	TCR-CD3 inh	LEDGF integ inh
37	-0.1	-1	10	·	-4
38	0.4	-1	-10	6	0
39	-0.2	-8	1	0	-3
40	0.0	-1	-3	-4	2
41	-0.3	10	-4	-1	0
42	0.0	1	10	-4	0
43	0.4	5	6	-6	-4
44	0.6	5	-11	-9	1
45	-0.1	-5	5	6	1
46	-0.1	-1	-2	3	1
47	-0.6	-2	4	2	5
48	-0.3	-4	-3	10	4
49	0.1	9	13	6	6
50	0.3	-8	0	-11	-1
51	-0.5	3	10	5	1

Looked up above.
Entry of #49 under MBD2 DNA inh: -6
Entry of #48 under PRMT1 FP inh: -2

KLK7 zymogen act, entries above that show a hit.
item	Compound	SIAE inh	PRMT1 FP inh	Tn7 DDE FP	UHRF1 binding	MBD2 DNA inh
12	CN1C=CC2=C(C#N)C(N)C(C#N)(C#N)[C@H](c3ccccc3)[C@H]2C1 (stereo partly specified)	8	26*	0	-3	-9

item	KLK7 zymogen act	Tn6 DDE FP	TDP2 inh	TCR-CD3 inh	LEDGF integ inh
12	39*	-4	4	1	-2
